G9a inh: blocks human histone lysine methyltransferase G9a; G9a H3K9 monomethylation, AlphaScreen, 2 h; Potency, µM (top dose mostly 102 µM), for the others: at the top dose activity, negative = inhibition, usual class: inhibitors; actives 8.8% (n = 350,000); note: potency is the fitted concentration of half-maximal effect; % is set by controls: 0 for no effect and ±100 for the full control effect; nearly all actives have a fitted effect of over 75% in size
Target sequence (Q96KQ7 913-1193 limits assumed): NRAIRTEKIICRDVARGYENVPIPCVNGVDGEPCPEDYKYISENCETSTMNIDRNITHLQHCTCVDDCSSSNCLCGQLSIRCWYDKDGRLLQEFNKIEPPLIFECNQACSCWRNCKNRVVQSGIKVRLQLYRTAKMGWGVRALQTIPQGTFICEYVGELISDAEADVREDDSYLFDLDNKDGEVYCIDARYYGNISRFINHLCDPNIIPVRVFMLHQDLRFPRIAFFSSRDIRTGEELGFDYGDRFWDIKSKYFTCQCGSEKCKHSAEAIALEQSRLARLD
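Quantitative HTS format: methyltransferase activity on a biotin-tagged H3K9 peptide is measured by AlphaScreen, using a rabbit anti-monomethyl-H3K9 antibody with streptavidin donor and anti-IgG acceptor beads. Final levels are 20 nM enzyme, 500 nM peptide, 20 uM SAM; 2 h RT.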
GLS inhibitor: glutaminase GLS (human) inhibition; O94925; GLS enzymatic activity, qHTS titration; Potency, µM (series often up to 45.5 µM), for inactives: at the highest dose activity change, negative = inhibition, hits mostly inhibitors; actives 0.21% (n = 410,000); AID 624170; note: potency is the fitted concentration of half-maximal effect; % is set by controls: 0 for no effect and ±100 for the full control effect
Target sequence (O94925 whole entry, looked up): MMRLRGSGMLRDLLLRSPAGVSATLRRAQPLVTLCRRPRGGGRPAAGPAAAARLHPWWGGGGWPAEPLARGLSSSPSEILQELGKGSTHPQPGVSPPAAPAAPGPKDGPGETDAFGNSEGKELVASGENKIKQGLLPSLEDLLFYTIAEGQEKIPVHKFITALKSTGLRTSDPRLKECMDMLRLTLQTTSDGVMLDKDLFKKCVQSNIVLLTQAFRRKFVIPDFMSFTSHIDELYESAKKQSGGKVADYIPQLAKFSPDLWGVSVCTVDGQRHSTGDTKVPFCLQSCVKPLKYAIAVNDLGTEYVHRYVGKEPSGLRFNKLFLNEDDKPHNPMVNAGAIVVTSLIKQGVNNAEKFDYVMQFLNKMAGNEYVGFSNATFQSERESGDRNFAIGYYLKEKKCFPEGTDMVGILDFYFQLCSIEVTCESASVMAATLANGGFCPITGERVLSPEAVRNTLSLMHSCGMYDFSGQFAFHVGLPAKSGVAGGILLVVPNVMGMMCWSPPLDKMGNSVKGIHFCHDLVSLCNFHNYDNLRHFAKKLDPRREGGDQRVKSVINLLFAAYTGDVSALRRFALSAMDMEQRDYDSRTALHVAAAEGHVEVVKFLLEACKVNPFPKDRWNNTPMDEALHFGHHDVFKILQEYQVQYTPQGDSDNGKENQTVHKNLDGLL
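Assay buffer: 45 mM KH2PO4 pH 8.2, 0.02% Tween-20. hKGA acts on L-glutamine (1 mM solution added); product glutamate is reported by an oxidase/peroxidase Amplex Red coupling, with fluorescence taken at baseline and 30 min.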
PI4K2A block: inhibitors of human PI4K2A | Q9BTU6 | AID 1346378 | purified PI4K2A, ADP-Glo luminescence, 1 h; hits give low values | activity change, negative = inhibition, % at 76.9 µM | actives 0.13% (n = 420,000); in the data active = activity change below about -50%; inconclusive = mostly about -30% to -49%;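 note: -100% = wells without enzyme as full effect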
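In this quantitative HTS, ADP production by PI4K2A was quantified luminescently after 1 h at ambient temperature; 100 microM adenosine served as plate-quality control.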
ERG Ets-DNA blk: ERG Ets/DNA interaction inhibition; P11308; fluorescence polarization, His-ERG Ets domain / labelled DNA; Potency, µM (highest dose often 76.9 µM), for inactives: top-dose FP activity, negative = inhibition, hits mostly inhibitors; actives 0.028% (n = 370,000); AID 624246; active = well fitted inhibition curve with a large enough effect in the polarisation, with a control signal flat; inconclusive = small, poorly fitted or top-dose-only effect, or effect the other way, or a change in a side signal; inactive = no such curve, though single readings can be large or run the other way; the % refers to the polarisation;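 note: polarization taken with two DNA probes labelled with fluorescein and Texas red; potency is the fitted concentration of half-maximal effect; % of control where 0% means no effect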
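His-tagged ERG Ets domain (1 uM in the protein solution; 300mM KCl, 50mM Tris-HCl, 1mM EDTA, 1mM DTT, pH 7.5) received compound, then a probe mix of 5 nM fluorescein-DNA and 100nM Texas-615-DNA. Fluorescence polarization was read for both dyes.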
Tb PGK inh: T. brucei PGK inhibition | P07378 | PGK/GAPDH coupled, Kinase-Glo luminescence, 60 min | Potency, µM (doses to about 57.5 µM), without a hit: at the highest dose activity change, negative = inhibition, usual class: inhibitors | actives 0.043% (n = 380,000); note: potency is the fitted concentration of half-maximal effect; % is set by controls: 0 for no effect and ±100 for the full control effect; nearly all actives have a fitted effect of over 60% in size
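Luminescent ATP detection (Kinase-Glo Plus) follows a 60-minute room-temperature incubation, with wells lacking PGK as controls. Buffer: 100 mM TEA (pH 7.6), 5 mM MgCl2, 0.01% Tween-20. Coupling enzyme GAPDH (100 nM final) supplies unstable 1,3-BPG in-well.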
HP1b chromo inh: inhibitors of HP1-beta chromodomain binding to methylated histone tails; P83916; actives 0.56% (n = 390,000); Potency, µM (series often up to 114 µM), inactives show at the highest dose activity change, negative = inhibition, usual class: inhibitors; AlphaScreen HP1-beta / biotin-H3K9me3 peptide binding; note: potency is the fitted concentration of half-maximal effect; nearly all actives have a fitted effect of over 70% in size; inactives centre near 23
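AlphaScreen: HP1-beta (50 nM) preformed 30 min with biotin-H3(1-18)K9me3 peptide (50 nM) in PBS pH 7.4, 0.01% Tween-20. Compound added for 30 min at RT, then streptavidin donor/nickel chelate acceptor beads (10 ug/mL) for 30 min.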
Pin1 inhibitor: blocks the human prolyl isomerase Pin1. Pin1 FP peptide displacement, HiFluor488, 10 min. Q13526. actives 0.009% (n = 390,000). AID 504891. Potency, µM (titrated, usually from 115 µM), for the others: top-dose activity, negative = inhibition, usual class: inhibitors; active = well fitted inhibition curve with a large enough effect in the polarisation, with a control signal flat, not every such curve was filed as active; inconclusive = small, poorly fitted or top-dose-only effect, or effect the other way, or a change in a side signal; inactive = no such curve, though single readings can be large or run the other way; the % refers to the polarisation; note: potency is the fitted concentration of half-maximal effect; % is set by controls: 0 for no effect and ±100 for the full control effect
Target sequence (Q13526 whole entry, looked up): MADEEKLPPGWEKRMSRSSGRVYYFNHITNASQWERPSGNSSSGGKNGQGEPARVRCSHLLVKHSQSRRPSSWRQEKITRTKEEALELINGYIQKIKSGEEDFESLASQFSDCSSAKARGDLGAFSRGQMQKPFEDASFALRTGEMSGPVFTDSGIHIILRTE
JMJD2A Tudor inh: inhibitors of human JMJD2A Tudor domain; O75164; AlphaScreen JMJD2A-Tudor / H3K4me3 peptide binding; Potency, µM (series often up to 114 µM), inactives show at the highest dose activity change, negative = inhibition, most hits filed as inhibitors; actives 4.4% (n = 390,000); AID 504339; note: potency is the fitted concentration of half-maximal effect; % is set by controls: 0 for no effect and ±100 for the full control effect; nearly all actives have a fitted effect of over 50% in size
BAZ2B block: inhibitors of human BAZ2B bromodomain. Q9UIF8. AlphaScreen BAZ2B-H3K14Ac peptide displacement. Potency, µM (highest dose often 114 µM), without a hit: at the top dose activity change, negative = inhibition, usual class: inhibitors. actives 4.4% (n = 360,000); note: potency is the fitted concentration of half-maximal effect; % is set by controls: 0 for no effect and ±100 for the full control effect; nearly all actives have a fitted effect of over 60% in size
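In this displacement format the biotinylated H3(5-23) peptide acetylated at Lys14 serves as ligand at 50 nM, with BAZ2B at 50 nM in PBS pH 7.4 containing 0.01% Tween-20. Donor and acceptor beads are 10 ug/mL final.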
Starred values were filed as active, the others as inactive; i = inactive; ? = inconclusive; / = not tested or not shown; & = joins results of further samples; [ ] = remark or other dose. Unless noted, calls come from the whole dose curve; as a rule, active = well fitted curve in the direction sought with a large enough effect; inconclusive = small, poorly fitted or top-dose-only effect, or another doubt; inactive = no such curve, though single readings can be large; an effect the other way counts as inactive or inconclusive.

SMILES	G9a inh	GLS inhibitor	PI4K2A block	ERG Ets-DNA blk	Tb PGK inh	HP1b chromo inh	Pin1 inhibitor	JMJD2A Tudor inh	BAZ2B block
CC(C)(C)c1ccc(OCCC(=O)Nc2cccc(S(=O)(=O)NC3=NCCCCC3)c2)cc1	-25.9%	-9.7%	-1.7	2.9%	-0.2%	13.8%	8.2%	-16.3%	-17.3%
COc1cc(Cl)c(C)cc1NC(=O)c1ccc(NS(=O)(=O)c2ccc(F)c(F)c2)cc1	-2.7%[12.7 µM]	4.7%	-0.4	-1.2%	-3.2%	16.2%	0.3%	4.7%	-19.9%
CSc1ncccc1C(=O)N1CCN(S(=O)(=O)c2ccccc2)CC1	8.4%	1.0%	2.3	5.5%	-12.3%	0.2%	-11.8%	-13.3%	2.5%
O=C(NC1CC2CCCC(C1)N2Cc1ccccc1)c1cccc(F)c1 (stereo unspecified)	4.1%	11.5%	-1.1	0.2%	5.0%	43.9%[activator]	4.3%	-5.1%	5.9%
CCOC(=O)COc1ccc2c(c1)c(C(C)=O)c(C)n2-c1ccc(OC)cc1	-5.2%	-9.9%	7.8	-18.7%	-1.1%	27.1%	5.4%	-7.1%	-17.2%
CCN(CC)c1ccc(N=C2C(=O)Nc3ccccc32)cc1	6.31µM*	?	-22.1	47.8%[activator]	-4.5%	?	23.9%	15.8µM*	11.2µM*
C[C@@H]1CN([C@H](C)CO)C(=O)c2cccc(NC(=O)Nc3ccc(F)cc3)c2O[C@H]1CN(C)C(=O)Nc1ccc(C(F)(F)F)cc1	/	-4.9%	-2.4	-3.0%	8.5%	34.9%	?	-27.3%	/
CCCCNc1cc(C)oc(=O)c1C(C)=O	-11.8%	-14.8%	0.1	7.4%	-9.5%	36.4%	-3.0%	-5.6%	-4.0%
O=C1C2C3C=CC(C3)C2C(=O)N1CCN1CCN(S(=O)(=O)/C=C/c2ccccc2)CC1 (stereo unspecified)	/	7.7%	0.4	1.5%	i	33.5%[activator]	-2.2%	-3.8%	-16.3%
COc1ccc(N2CCN(C(=O)CSc3ncn[nH]3)CC2)cc1	?	1.1%	1.3	1.8%	-1.1%	12.9%	-13.1%	-10.3%	7.1%
COc1ccc(C(=O)CC2(O)C(=O)N(Cc3ccccc3Cl)c3ccccc32)cc1 (stereo unspecified)	-3.1%[59 µM]	7.0%	-3.4	-0.1%	-6.2%	-3.8%	34.3%[activator]	-28.4%	-31.0%
CCOc1ccc(S(=O)(=O)NCc2ccccc2)cc1C(N)=O	-3.7%	4.7%	-0.5	9.5%	-7.2%	33.8%	1.5%	-10.5%	-7.5%
CCCC(=O)N(c1ccc2oc3c(c2c1)CCCC3)S(=O)(=O)c1ccc(CC)cc1	1.3%[59 µM]	-1.4%	0.3	0.1%	0.2%	4.7%	0.6%	-9.7%	-13.3%
Cc1cc(C)c(Cn2c(=O)n(CCCC(=O)NCc3ccco3)c(=O)c3ccccc32)c(C)c1	/	-10.9%	2.8	0.5%	-1.9%	24.4%	-1.1%	-9.1%	/
O=C(N/N=C/c1ccc(O)c(O)c1)c1ccc(-n2cnnn2)cc1	?	?	-4.5	-15.5%	-15.8%	-12.2%	11.8%	?	50.1µM*
COc1ccccc1C(CNC(=O)c1ccc(NS(=O)(=O)c2ccc(C(C)=O)cc2)cc1)N1CCCC1 (stereo unspecified)	/	-23.3%	?	22.9%	-4.7%	56.5%[activator]	43.8%[activator]	-27.5%	/
O=C(c1cc2ccccc2oc1=O)N1CCCC1	6.3%[12.7 µM]	0.6%	0.7	-2.8%	-4.0%	39.9%[activator]	-0.8%	0.6%	9.8%
O=C(/C=C/c1cccc(Br)c1)N1CCN(c2cccc(C(F)(F)F)c2)CC1	17.1%[59 µM]	-5.7%	-4.6	4.5%	3.3%	41.4%[activator]	6.2%	5.6%	3.4%
C[N+]1([O-])[C@@H]2Cc3cc4c(cc3[C@@H]1Cc1cc3c(cc12)OCO3)OCO4 (stereo partly specified)	1.7%[59 µM]	5.6%	-0.1	3.4%	-1.1%	11.8%	-2.2%	-13.8%	2.0%
CC1CCN(S(=O)(=O)c2ccc(C(=O)NCc3ccc4c(c3)OCO4)cc2)CC1	14.7%[59 µM]	-3.0%	-3.8	-1.5%	-5.6%	9.0%	-5.5%	-2.9%	7.0%
CCC1CCCCN1C(=S)NC(=O)c1ccco1 (stereo unspecified)	/	7.9%	-0.3	-0.6%	-5.1%	7.3%	-6.2%	2.7%	/
CN1CCN(NC(=O)c2ccccc2F)CC1	/	5.4%	7.3	-2.7%	-1.4%	18.2%	-3.7%	-17.6%	6.7%
COc1ccc(C(=O)c2oc3ccccc3c2N)cc1	-6.6%[12.7 µM]	6.6%	1.1	-5.9%	4.5%	52.3%[activator]	-0.2%	4.5%	9.5%
CCCCc1nc(C(N)=O)c2[nH]c(=O)n(-c3ccc(OCC)cc3)c2n1	?	2.7%	0.1	11.2%	4.2%	32.4%	0.6%	1.6%	-10.3%
Cc1ccccc1CC(=O)OCC(=O)Nc1ccc(C)c(S(=O)(=O)N2CCCCC2)c1	12.3%[59 µM]	-6.1%	1.2	0.7%	-10.0%	40.5%[activator]	4.0%	-10.7%	-0.3%
CNCCCC1c2ccccc2C=Cc2ccccc21	21.6%[59 µM]	5.1%	4.5&-2.9&3.0	4.4%	-0.4%	9.9%	-2.4%	-14.5%	-3.4%
COCCCNC(=O)CC(c1cc(OC)c(OC)c(OC)c1)N1Cc2ccccc2C1=O (stereo unspecified)	-1.4%[59 µM]	-6.1%	-4.6	-1.0%	-6.8%	16.2%	0.6%	-6.9%	-14.5%
O=C(NC(NC(=S)Nc1c(Cl)cccc1Cl)C(Cl)(Cl)Cl)c1cccc([N+](=O)[O-])c1 (stereo unspecified)	-7.2%[59 µM]	-5.4%	1.1	-2.0%	-6.9%	?	15.9%	?	?
CCOC(=O)c1[nH]c(C)c(CCC(=O)NCc2ccc(C)cc2)c1C	1.5%[59 µM]	-5.2%	1.7	11.1%	3.8%	17.5%[57 µM]	0.0%	-21.4%	-15.6%
Cc1ccc(OCC(=O)Nc2ccccc2Sc2ccccc2)c([N+](=O)[O-])n1	-6.0%	10.4%	-1.8	/	0.3%	0.2%	3.8%	-24.8%	-36.0%
O=C(NCc1nc2ccccc2[nH]1)C1=C[C@H](c2ccc3c(c2)OCO3)C[C@H](OCc2ccc(CO)cc2)O1	-5.8%[59 µM]	9.0%	1.0	-3.6%	8.5%	18.6%	31.9%[activator]	-26.4%	-13.5%
Cc1ccc(-c2[nH]c(=S)[nH]c(=O)c2C#N)cc1	29.7%[0.501 µM]	-15.3%	-5.9	1.6%	6.1%	25.4%	4.1%	-19.9%	-12.9%
CSc1cccc(NC(=O)C2CCN(S(=O)(=O)c3ccc(F)cc3)CC2)c1	-34.9%[59 µM]	-5.4%	-0.5	/	/	19.4%	2.1%	-12.9%	2.8%
COCCNC(=O)C(c1ccc(C)cc1)N(C(=O)CCC(=O)Nc1ccccn1)c1cccc(C)c1 (stereo unspecified)	-4.3%	17.3%	-1.6	7.0%	i	-4.5%	-3.0%	-18.6%	-5.7%
CCN(CC)CCn1c(N)c(S(=O)(=O)c2ccccc2)c2nc3ccccc3nc21	-20.4%	9.7%	2.7	8.6%	-1.7%	70.4%[activator]	6.5%	0.3%	0.8%
CCOc1ccc(S(=O)(=O)NCc2ccncc2)cc1NC(=O)c1ccccc1F	6.9%	1.4%	-1.5	11.3%	-2.6%	39.1%[activator]	12.2%	0.0%	-3.9%
CC(=O)N1CCc2c(sc(NC(=O)CS(=O)(=O)c3ccc(F)cc3)c2C#N)C1	?	15.8%	-4.2	96.5%[activator]	-2.6%	5.6%	?	-17.1%	-7.6%
O=C(CC1OC(=O)c2ccccc21)c1ccco1 (stereo unspecified)	17.0%[59 µM]	11.6%	-0.5	1.7%	-7.7%	14.1%	-2.9%	-13.6%	10.3%
O=C(NCCCc1ccccc1)c1nn(-c2ccccc2)nc1CO	-6.0%[59 µM]	-8.8%	-0.6	1.0%	7.9%	34.6%	?	2.2%	-7.0%
Cc1occc1-c1nnc(SCCNCCO)o1	-29.1%	-8.9%	3.6	2.4%	-1.4%	22.3%	2.3%	-10.5%	-15.6%
CCN(CC(=O)Nc1c(F)cccc1F)C(=O)c1cn2ccccc2n1	3.2%[12.7 µM]	13.1%	-3.6	-0.5%	0.9%	32.5%	-2.7%	-3.3%	-38.7%
COc1ccccc1NC(=O)c1ccc2c(c1)N(CC(=O)NC(C)C)C(=O)C(C)(C)O2	0.8%	66.2%[activator]	1.3	3.4%	-8.0%	3.3%	-7.5%	-6.7%	-16.7%
O=C(NCc1ccccc1)C1(C(F)(F)F)C/C(=C\CCO)CCCO1 (stereo unspecified)	/	-2.7%	5.3	0.2%	2.5%	36.2%&28.0%	-2.9%&1.0%	-5.6%&-8.3%	/

Compound profiles, from the list above. Screens in order: G9a inh | GLS inhibitor | PI4K2A block | ERG Ets-DNA blk | Tb PGK inh | HP1b chromo inh | Pin1 inhibitor | JMJD2A Tudor inh | BAZ2B block
Cc1ccc(-c2[nH]c(=S)[nH]c(=O)c2C#N)cc1 in the list: 29.7%[0.501 µM] | -15.3% | -5.9 | 1.6% | 6.1% | 25.4% | 4.1% | -19.9% | -12.9%
CCOc1ccc(S(=O)(=O)NCc2ccncc2)cc1NC(=O)c1ccccc1F in the list: 6.9% | 1.4% | -1.5 | 11.3% | -2.6% | 39.1%[activator] | 12.2% | 0.0% | -3.9%

High-throughput results from PubChem.

Hits appear at their usual frequency, and some 11% of all compounds hit somewhere here.
